Source: PubChem BioAssay
KCNH2 WT inh: qHTS for Inhibitors of KCHN2 3.1: Wildtype qHTS; Voltage-gated inwardly rectifying potassium channel KCNH2 (Homo sapiens), Q12809; U2OS, BacMam KCNH2, thallium flux FluxOr; active compounds read low; activity change, % at 1.84 µM; 340,000 compounds, 0.37% hits;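 active = maximum activity change below -70%; inconclusive = maximum activity change between -70% and -50%; inactive = maximum activity change above -50%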; note: % is set by controls: 0 for no effect and ±100 for the full control effect
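U2OS cells transduced with wild-type KCNH2 virus are loaded with FluxOr dye for 45 min, and thallium flux is measured in kinetic reads before and after stimulation buffer. Rate constants are normalized to DMSO controls.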
Mito fusion yeast: qHTS Assay for Small Molecule Inhibitors of Mitochondrial Division or Activators of Mitochondrial Fusion. Potency, µM (series often up to 46.1 µM), for the others: at the highest dose growth rescue (activation), most hits filed as activators. 320,000 compounds, 0.23% hits. S. cerevisiae fusion-defective mutant growth rescue, CellTiterGlo 48 h. AID 485298, 2010;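 note: potency is the fitted concentration of half-maximal effect; % of control where 0% means no effect; nearly all actives have a fitted effect of over 45% in size; temperature-sensitive fusion mutants such as fzo1-1 at 37 °C on non-fermentable ethanol glycerol medium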
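Read-out: ATP-based luminescence (CellTiterGlo, 10 min ambient) reporting growth of fusion-defective ts yeast after 48 hours at 37C on glycerol/ethanol YPEG medium in the presence of compound.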
TCR act: Activators of T cell receptors: qHTS campaign; Potency, µM (highest dose often 9.22 µM), for inactives: top-dose activation of IL-2 secretion, most hits filed as activators; 330,000 tested, under 10 active; primary human leukocytes, anti-CD3, IL-2 HTRF, 48 h; note: % of control where 0% means no effect
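Using a-CD3 beads without co-stimulation, primary human leukocytes were exposed to compounds for 48 hr. An HTRF IL-2 kit measured the cytokine, with europium-to-d2 energy transfer producing emission at 665nm upon 320nm excitation.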
USP2a block: qHTS Assay for Inhibitors of Ubiquitin-specific Protease USP2a Using CHOP2 as the Reporter. Ubiquitin carboxyl-terminal hydrolase 2 (Homo sapiens), O75604. USP2 core, Ub-CHOP2 coupled fluorogenic reporter, 485/531. Potency, µM (highest dose often 38.3 µM), without a hit: at the highest dose activity change, negative = inhibition, hits mostly inhibitors. 330,000 compounds, 0.01% hits;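 note: potency is the fitted concentration of half-maximal effect; plate controls were DMSO wells for no effect and full inhibition by NEM control for full effect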
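Cell-free coupled assay: 10nM USP2 core preincubated 30min RT with compound in Tris-HCl pH 8.0/CaCl2/CHAPS buffer, then 25nM Ub-CHOP2 and 25nM reporter substrate; fluorescence (Ex 485/Em 531) read after 60min RT, normalized to NEM inhibition, concentration-response curves fitted.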
KCNH2 3.1 inh: qHTS for Inhibitors of KCHN2 3.1: Mutant qHTS. Potassium voltage-gated channel subfamily H member 2, brain isoform KCNH2 3.1 (human). U2OS KCNH2 3.1, thallium flux FluxOr; active compounds read low. 340,000 compounds, 0.95% hits. activity change, % (tested at about 1.8 µM). AID 720553, 2013;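 active = maximum activity change below -70%; inconclusive = maximum activity change from -70% to -50%; inactive = maximum activity change above -50%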;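 note: thallium influx rate constant from kinetic fluorescence after stimulation buffer; % is set by controls: 0 for no effect and ±100 for the full control effect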
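FluxOr-based Tl+ influx in U2OS cells transduced with KCNH2 3.1 virus; rate constants normalized to DMSO controls.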
TRPV1 ag: HTS Assay for Compounds that Act as Agonists of the Vanilloid Receptor 1 | Transient receptor potential cation channel subfamily V member 1 (Homo sapiens), Q8NER1 | TRPV1-expressing cells, Fluo-8 calcium influx, agonist mode | activation, % at 8.33 µM | 320,000 compounds, 0.19% hits | AID 540275, 2011; in the data active = activation above about 80%; inconclusive = between about 30% and that limit; note: 0% is about no effect
Target sequence (Q8NER1 whole entry, looked up): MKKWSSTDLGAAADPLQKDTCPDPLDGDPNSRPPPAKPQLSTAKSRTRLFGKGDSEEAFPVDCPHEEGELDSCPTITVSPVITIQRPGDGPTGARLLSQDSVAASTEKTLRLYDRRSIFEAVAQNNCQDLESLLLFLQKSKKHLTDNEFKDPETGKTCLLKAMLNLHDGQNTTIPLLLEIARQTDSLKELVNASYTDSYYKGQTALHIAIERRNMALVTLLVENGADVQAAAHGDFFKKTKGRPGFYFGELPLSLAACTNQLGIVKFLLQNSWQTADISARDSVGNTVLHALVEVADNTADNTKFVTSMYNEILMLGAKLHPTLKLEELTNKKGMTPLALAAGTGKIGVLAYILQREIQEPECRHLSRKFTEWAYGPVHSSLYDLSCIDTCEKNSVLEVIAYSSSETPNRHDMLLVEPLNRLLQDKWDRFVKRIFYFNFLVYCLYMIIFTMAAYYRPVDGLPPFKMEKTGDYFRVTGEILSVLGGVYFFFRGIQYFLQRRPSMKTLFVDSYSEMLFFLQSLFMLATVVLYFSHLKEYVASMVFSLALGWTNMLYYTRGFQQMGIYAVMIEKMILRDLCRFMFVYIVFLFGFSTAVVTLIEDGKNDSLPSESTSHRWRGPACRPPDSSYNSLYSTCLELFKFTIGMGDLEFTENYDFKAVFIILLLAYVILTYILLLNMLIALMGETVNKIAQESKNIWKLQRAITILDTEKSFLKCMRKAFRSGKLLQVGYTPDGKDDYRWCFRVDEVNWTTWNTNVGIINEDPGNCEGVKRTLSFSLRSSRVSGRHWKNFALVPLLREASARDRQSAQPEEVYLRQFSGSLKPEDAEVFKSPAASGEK
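TRPV1-expressing cells were cultured overnight at 35.5C and loaded with Fluo-8 calcium dye for 40 to 90 min at room temperature. After a 10 s baseline, compound was added and calcium influx was read kinetically for 3 min (ex 480/em 520 nm).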
AT treatment: qHTS Assay for Identifying a Potential Treatment of Ataxia-Telangiectasia; 320,000 compounds, 0.19% hits; […] A-T fibroblasts, KAP-1 phosphorylation AlphaLISA; neocarzinostatin DNA damage 30 min before lysis; Potency, µM (doses to about 57.5 µM), for inactives: top-dose activation, most hits filed as activators; AID 485349, 2010; note: potency is the fitted concentration of half-maximal effect; % of control where 0% means no effect; nearly all actives have a fitted effect of over 45% in size
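hTERT-immortalized A-T patient fibroblasts ([…]), 500 cells/well in OPTI-MEM, 1% FBS, got compounds for 60 min, then NCS for 30 min at 37C. Lysates were then assayed for phospho-KAP-1 by AlphaLISA (anti-pKAP1 donor, anti-KAP1 acceptor beads), 6 hr at 25C.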
Eya2 inh: qHTS Assay for Inhibitors of the Phosphatase Activity of Eya2; 330,000 compounds, 0.006% hits; Potency, µM (doses to about 76.9 µM), for the others: top-dose activity, negative = inhibition, actives largely listed as inhibitors; Protein phosphatase EYA2 (Homo sapiens), O00167; recombinant Eya2, OMFP fluorescence dephosphorylation (OMFP is methylfluorescein phosphate); note: potency is the fitted concentration of half-maximal effect; % is set by controls: 0 for no effect and ±100 for the full control effect
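Eya2 protein (added as 0.2 uM solution) was preincubated with compound for 10 min at ambient temperature in 50 mM HEPES pH 7.5, 50 mM NaCl, 5 uM MgCl2, 0.05% BSA, 1 mM DTT. OMFP (added at 50 uM) then reacted 10 min; fluorescence read at 485/525 nm.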
ELG1 DNA repair: qHTS screen for small molecules that inhibit ELG1-dependent DNA repair in human embryonic kidney (HEK293T) cells expressing luciferase-tagged ELG1; HEK293T ELG1-luciferase reporter, luminescence, 16 h; DNA damage induced by 5-fluorouridine; 330,000 compounds, 2.3% hits; Potency, µM (titrated, usually from 46.1 µM), without a hit: at the top dose activity change, negative = inhibition, hits mostly inhibitors; note: potency is the fitted concentration of half-maximal effect; % is set by controls: 0 for no effect and ±100 for the full control effect; nearly all actives have a fitted effect of over 55% in size
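Luminescence from the luciferase reporter, measured 30 min after ONE-Glo reagent at room temperature, was the read-out. Beforehand, 2,000 cells per well were exposed for 16 hr at 37 °C to 5-fluorouridine together with compound or vehicle.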
TSHR antagonist: Antagonists of the Thyroid Stimulating Hormone Receptor: HTS campaign. TSHR-expressing cells, TSH-stimulated cAMP HTRF, 2 h; active compounds read low. AID 504810, 2011. activity change, negative = inhibition, % at 11.5 µM. 330,000 compounds, 0.2% hits. Thyrotropin receptor (Homo sapiens), P16473;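 active = activity change below a set negative limit, meaning inhibition stronger than a set level, cut at about -70% in these data; inconclusive = activity change between two set negative limits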; note: % is set by controls: 0 for no effect and ±100 for the full control effect
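Competitive HTRF cAMP read-out (cryptate anti-cAMP antibody, cAMP-d2; 30 min, room temperature) in freshly harvested TSHR cells. Compounds added before TSH at EC80 (4nM final), followed by 2 hours' incubation at 37 deg C.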
Active calls of the source: *; [ ] = dose if it differs, or a comment. Unless noted, calls come from the whole dose curve; as a rule, active = well fitted curve in the direction sought with a large enough effect; inconclusive = small, poorly fitted or top-dose-only effect, or another doubt; inactive = no such curve, though single readings can be large; an effect the other way counts as inactive or inconclusive.

Results for CC(C)(C)OC(=O)N[C@@H](Cc1ccccc1)c1nnc(SCC(=O)c2ccc(Cl)cc2)o1 ?
KCNH2 WT inh: 1; Mito fusion yeast: 6%; USP2a block: 0%; KCNH2 3.1 inh: -28; TRPV1 ag: 8; AT treatment: -5%; Eya2 inh: -5%; ELG1 DNA repair: inconclusive; TSHR antagonist: -10

How did COc1cc(/C=N/NC(=O)c2c(-c3c(Cl)cccc3Cl)noc2C)ccc1OCC(N)=O do in these assays?
KCNH2 WT inh: -8; Mito fusion yeast: -5%; TCR act: 3%; USP2a block: -5%; KCNH2 3.1 inh: 10; TRPV1 ag: -9; AT treatment: 3%; Eya2 inh: -6%; ELG1 DNA repair: -12%; TSHR antagonist: 32

Results for CC(C)(C)c1ccc(S(=O)(=O)NNC(=O)c2cc3ccccc3[nH]2)cc1 ?
KCNH2 WT inh: -4; Mito fusion yeast: 17%; TCR act: 7%; USP2a block: 3%; KCNH2 3.1 inh: 12; TRPV1 ag: -2; AT treatment: -7%; Eya2 inh: -8%; ELG1 DNA repair: inconclusive; TSHR antagonist: -10

What do the screens show for `O=C(Nc1ccccc1)Nc1cccc(-c2cn3cccnc3n2)c1`?
KCNH2 WT inh: -17; Mito fusion yeast: 15%; TCR act: 9%; USP2a block: 2%; KCNH2 3.1 inh: -4; TRPV1 ag: 1; AT treatment: 2%; Eya2 inh: 9%; ELG1 DNA repair: -6%; TSHR antagonist: 16

Results for CCCCn1c(N)c(N(Cc2ccccc2OC)C(=O)c2ccc(N3CCCC3=O)cc2)c(=O)[nH]c1=O ?
KCNH2 WT inh: -11; Mito fusion yeast: 5%; TCR act: 3%; USP2a block: -2%; KCNH2 3.1 inh: -6; TRPV1 ag: 4; AT treatment: -17%; Eya2 inh: 2%; ELG1 DNA repair: 18%; TSHR antagonist: 3

Results for CSc1ccccc1NC(=O)c1cc(-c2ccc3c(c2)OCO3)on1 ?
KCNH2 WT inh: -14; Mito fusion yeast: 2%; TCR act: 0%; USP2a block: 5%; KCNH2 3.1 inh: 9; TRPV1 ag: -5; AT treatment: 6%; Eya2 inh: 6%; ELG1 DNA repair: inconclusive; TSHR antagonist: -1

What do the screens show for `COc1cc(OC)cc(C(=O)NCC(=O)N2CCC(C)CC2)c1`?
KCNH2 WT inh: 0; Mito fusion yeast: 5%; TCR act: -16%; USP2a block: -2%; KCNH2 3.1 inh: 0; TRPV1 ag: 7; AT treatment: -9%; Eya2 inh: 12%; ELG1 DNA repair: 19%; TSHR antagonist: 4

Results for COc1ccc(OC(=O)COc2ccc(C)cc2)cc1 ?
KCNH2 WT inh: -2; Mito fusion yeast: -1%; TCR act: 1%; USP2a block: 3%; KCNH2 3.1 inh: -2; TRPV1 ag: 1; AT treatment: 3%; Eya2 inh: 5%; ELG1 DNA repair: -7%; TSHR antagonist: 12

How did CNS(=O)(=O)c1cccc(C(=O)OCC(=O)Nc2ccc3ccccc3c2)c1 do in these assays?
KCNH2 WT inh: -2; TCR act: 11%; USP2a block: -12%; KCNH2 3.1 inh: -4; AT treatment: 4%; Eya2 inh: -6%; ELG1 DNA repair: -9%; TSHR antagonist: -14

What do the screens show for `COc1ccc(CCNC(=S)NC(=O)c2cc(OC)c(OC)c(OC)c2)cc1OC`?
KCNH2 WT inh: 1; Mito fusion yeast: 3%; TCR act: -1%; USP2a block: 3%; KCNH2 3.1 inh: 6; TRPV1 ag: 1; AT treatment: -5%; Eya2 inh: -30%; ELG1 DNA repair: 1.8µM*; TSHR antagonist: -11

Results for Cc1ccccc1NC(=O)Cc1nnc(SCC(=O)NC2CCCCC2)n1C ?
KCNH2 WT inh: -14; Mito fusion yeast: 6%; TCR act: 9%; USP2a block: 2%; KCNH2 3.1 inh: -19; TRPV1 ag: 0; AT treatment: 6%; Eya2 inh: 14%; ELG1 DNA repair: 6%; TSHR antagonist: 17

What do the screens show for `O=c1c2c(nc3n1CCCCC3)-c1ccccc1CC21CCCC1`?
KCNH2 WT inh: 1; Mito fusion yeast: 15%; USP2a block: 0%; KCNH2 3.1 inh: 4; TRPV1 ag: inconclusive; AT treatment: 4%; Eya2 inh: 7%; ELG1 DNA repair: -3%; TSHR antagonist: -7

How did COc1cc(CC(=O)Nc2cccc(SC)c2)cc(OC)c1OC do in these assays?
KCNH2 WT inh: -2; Mito fusion yeast: -2%; TCR act: 9%; USP2a block: -1%; KCNH2 3.1 inh: 15; TRPV1 ag: -3; AT treatment: 1%; Eya2 inh: -6%; ELG1 DNA repair: inconclusive; TSHR antagonist: -14

How did CCOP(=O)(OCC)C(NC(=O)Nc1ccc(C)c(Cl)c1)c1ccccc1 (stereo not drawn) do in these assays?
KCNH2 WT inh: 30; Mito fusion yeast: -8%; TCR act: 5%; USP2a block: -1%; KCNH2 3.1 inh: 3; TRPV1 ag: 0; AT treatment: 5%; Eya2 inh: -3%; ELG1 DNA repair: -3%; TSHR antagonist: 0

How did Cc1cccc2cc(/C=C/C(=O)c3ccco3)c(Cl)nc12 do in these assays?
KCNH2 WT inh: -3; Mito fusion yeast: -6%; TCR act: 9%; USP2a block: -9%; KCNH2 3.1 inh: -6; TRPV1 ag: 2; AT treatment: 2%; Eya2 inh: 15%; ELG1 DNA repair: 1%; TSHR antagonist: 1

How did CC(C#N)(NC(=O)CN1CCN(S(=O)(=O)c2ccc(Br)cc2Cl)CC1)C1CC1 (stereo not drawn) do in these assays?
KCNH2 WT inh: 1; Mito fusion yeast: -2%; TCR act: -2%; USP2a block: 0%; KCNH2 3.1 inh: 0; TRPV1 ag: 1; AT treatment: 15%; Eya2 inh: 12%; ELG1 DNA repair: -1%; TSHR antagonist: 9

What do the screens show for `O=C(COC(=O)CCNS(=O)(=O)c1ccccc1)NNC(=O)c1ccccc1`?
KCNH2 WT inh: 3; Mito fusion yeast: -4%; TCR act: 3%; USP2a block: 2%; KCNH2 3.1 inh: 14; TRPV1 ag: -2; AT treatment: 5%; Eya2 inh: -9%; ELG1 DNA repair: 7%; TSHR antagonist: 8

What do the screens show for `O=C(c1sc2cc(F)ccc2c1Cl)N1CCN(c2cccc(Cl)c2)CC1`?
KCNH2 WT inh: -8; Mito fusion yeast: 4%; TCR act: -3%[46.1 µM]; USP2a block: -1%; KCNH2 3.1 inh: -18; TRPV1 ag: 3; AT treatment: 2%; Eya2 inh: -14%; ELG1 DNA repair: 4%; TSHR antagonist: -11

Results for CC(=O)N1CCN(C(=O)c2ccc(-c3ccccc3Cl)o2)CC1 ?
KCNH2 WT inh: -2; Mito fusion yeast: 0%; TCR act: 9%; USP2a block: 1%; KCNH2 3.1 inh: 6; TRPV1 ag: 14; AT treatment: 0%; Eya2 inh: -3%; ELG1 DNA repair: inconclusive; TSHR antagonist: 3

How did COc1ccc(-n2ncc3c2CC(C)(C)CC3NC(=O)CCN2CCCC2=O)cc1 (stereo not drawn) do in these assays?
KCNH2 WT inh: -5; Mito fusion yeast: 7%; TCR act: 0%; USP2a block: -1%; KCNH2 3.1 inh: 10; TRPV1 ag: 9; AT treatment: inconclusive; Eya2 inh: -6%; ELG1 DNA repair: 9%; TSHR antagonist: 17

A run of entries from the list above:
Results for CC(=O)N1CCN(C(=O)c2ccc(-c3ccccc3Cl)o2)CC1 ?
KCNH2 WT inh: -2; Mito fusion yeast: 0%; TCR act: 9%; USP2a block: 1%; KCNH2 3.1 inh: 6; TRPV1 ag: 14; AT treatment: 0%; Eya2 inh: -3%; ELG1 DNA repair: inconclusive; TSHR antagonist: 3

How did COc1ccc(-n2ncc3c2CC(C)(C)CC3NC(=O)CCN2CCCC2=O)cc1 (stereo not drawn) do in these assays?
KCNH2 WT inh: -5; Mito fusion yeast: 7%; TCR act: 0%; USP2a block: -1%; KCNH2 3.1 inh: 10; TRPV1 ag: 9; AT treatment: inconclusive; Eya2 inh: -6%; ELG1 DNA repair: 9%; TSHR antagonist: 17

These rows are one share of the data; the hit share may differ from the screen's.
